HIV fusion peptide: inhibitors of HIV fusion peptide binding, primary screen, biochemical, uHTS, fluorescence dequenching (AID 1986). inhibition, % at 20 µM, or IC50 in µM where a hit was titrated. cell-free peptide binding, fluorescence dequenching, 30 min; higher % means a stronger effect. actives 0.3% (n = 290,000); in the data active means inhibition mostly above about 52%, no sharp cut-off; inactive means mostly below about 76%; further: some results filed as inactive read as strong as hits
Dengue-2 NS5 capping: Dengue-2 NS5 methyltransferase inhibitors, primary screen, biochemical, confirmation dose response (AID 588689) | Dengue-2 NS5 methyltransferase capping enzyme assay, biochemical; higher % means a stronger effect | inhibition, % at 25 µM, or IC50 in µM where a hit was titrated | actives 0.3% (n = 340,000); in the data active means a potency from the dose series
SV40 large T antigen: SV40 large T antigen inhibitors, biochemical (AID 1903); one-dose inhibition, % at 20 µM; IC50 in µM for titrated hits; actives 0.39% (n = 310,000); SV40 large T antigen ATPase/helicase inhibition assay; higher % means a stronger effect; in the data active means a potency from the dose series; further: strong numbers were not always called active
PhoP inhibition: PhoP-dependent GFP reporter repression – Salmonella Typhimurium, primary screen (AID 1863) | S. Typhimurium PhoP-regulated promoter GFP reporter, 4 h; higher % means a stronger effect | one-dose inhibition, % at 50 µM; IC50 in µM for titrated hits | actives 0.16% (n = 300,000);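 active means inhibition over 29.93%, a cutoff 3 SD above the screen mean, later confirmed by dose response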;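 further: 0% = low Mg2+ inducing control and 100% = high Mg2+ repressing control; strong numbers were not always called active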
GPR35 antagonists: GPR35 antagonists blocking zaprinast-driven arrestin recruitment, primary screen, imaging, U2OS, beta-arrestin-GFP, zaprinast agonist (AID 2058). U2OS GPR35 beta-arrestin-GFP translocation imaging, zaprinast antagonism; higher % means a stronger effect. inhibition, % at 10 µM, or IC50 in µM where a hit was titrated. actives 0.052% (n = 290,000);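 active means inhibition of at least 50% with at least 30 cells and total cytoplasm GFP at most 10,000,000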
RSV CPE inhibition: inhibition of RSV-induced cytopathic effect – HEp-2 cells, primary 10 µM value included (AID 2391) | HEp-2 cells, RSV-induced CPE inhibition; higher % means a stronger effect | CPE inhibition, % at 10 µM, or IC50 in µM where a hit was titrated | actives 0.13% (n = 310,000); in the data active means a potency from the dose series; further: strong numbers were not always called active
MgcRacGAP inhibition: MgcRacGAP GTPase-activating activity inhibitors, confirmation, biochemical, ADP Hunter fluorescence. MgcRacGAP-stimulated Rac1 GTP hydrolysis, ADP Hunter fluorescence; higher % means a stronger effect; GST-tagged Rac1 F28L mutant substrate. actives 0.6% (n = 340,000). inhibition, % at 30 µM; hits with a dose series show IC50 in µM;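 active means first-screen hits whose inhibition reached a set limit at any dose in the follow-up dose series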;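 further: fluorescence reports GDP produced by GAP-driven GTP hydrolysis; strong numbers were not always called active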
GPR55 LPI antagonism: GPR55 antagonists blocking LPI-driven arrestin recruitment, primary screen, imaging, U2OS, beta-arrestin-GFP, LPI agonist (AID 2013). actives 0.13% (n = 290,000). inhibition, % at 10 µM; hits with a dose series show IC50 in µM. U2OS GPR55 beta-arrestin-GFP translocation imaging, LPI antagonism; higher % means a stronger effect;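 active means spots per cell inhibited over 60%, with over 100 cells counted and total cytoplasm intensity under 500,000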;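 further: U2OS cells stably carrying GPR55 and arrestin-GFP stimulated by 5 µM LPI near EC80; imaged beta-arrestin-GFP aggregate spots per cell after agonist stimulation; plate controls were LPI-stimulated DMSO wells for no effect and DMSO wells without LPI for full effect; some results filed as inactive read as strong as hits; confirmed hits need IC50 under 10 µM and bright autofluorescent wells are also inconclusive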
UTI89 phage lysis: protection from phage-mediated lysis, alamar blue read-out – E. coli UTI89, K1F phage, bacterial capsule biogenesis inhibitors (AID 488966); inhibition, % at 100 µM, or IC50 in µM where a hit was titrated; actives 0.02% (n = 340,000); E. coli UTI89 K1F phage lysis, alamar blue, 2 h; higher % means a stronger effect;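 active means phage lysis inhibition, versus mean bacterial control, above a set limit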;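 further: capsule biogenesis inhibitors block K1F phage lysis so surviving cells raise fluorescence; higher fluorescence means more inhibition of phage lysis; actives were called in the ten point dose series up to 300 µM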
Dengue-2 NS5 capping pilot replicate: second read-out of Dengue-2 NS5 capping, no call of its own (marks repeat the call); inhibition, %; measured here: pilot screen replicate inhibition
* marks the source's active call; other numbers are inactive results; . = no result given; [ ] = another dose, or the depositor's remark.

SMILES	HIV fusion peptide	Dengue-2 NS5 capping	SV40 large T antigen	PhoP inhibition	GPR35 antagonists	RSV CPE inhibition	MgcRacGAP inhibition	GPR55 LPI antagonism	UTI89 phage lysis	others
Cn1c(=O)[nH]c(=O)c2c1nc(SCC(=O)O)n2CCOc1ccccc1	0.7%	2.0%	3.1%	2.2%	-5.4%	0.8%	4.9%	1.7%	0.3%
CN(Cc1nc(CC2CC2)no1)CC12CC3CC(CC(C3)C1)C2	2.0%	-5.9%	18.1%	-1.8%	-6.3%	0.5%	3.8%	6.9%	-1.6%
Cc1ccc(-c2nn(-c3ccc(F)cc3)cc2C(=O)NCC2CCCO2)cc1 (centres undefined)	.	9.4%	10.3%	1.3%	.	6.0%	9.7%	.	-0.7%[50 µM]
CCc1ccccc1NC1c2ccccc2C(=O)N1c1cc(C)ccn1 (centres undefined)	-1.5%	-2.1%	-0.4%	-12.3%	-4.3%	1.3%	4.0%	-0.7%	0.2%
Cc1nccn1S(=O)(=O)c1ccc(Br)cc1Br	1.6%	-4.0%	-7.0%	10.5%	19.3%	4.0%	4.1%	12.1%	0.1%
S=c1[nH]nc(CSc2nc3ccccc3s2)o1	-1.9%	-3.2%	25.4%	-28.1%	-18.4%	0.2%	17.8%	5.8%	0.1%
COc1cc(Cl)cc2c1Sc1ccccc1/C2=C/CCN(C)C	-1.6%	1.6%	4.9%	-5.3%	9.7%	-2.4%	14.1%	4.7%	11.3%
COc1ccc(C(=O)Nc2ccccc2C(=O)N/N=C/c2cccc3ccccc23)cc1	-2.0%	2.4%	-5.5%	25.9%	-11.5%	1.1%	5.0%	-4.3%	0.2%
O=C(NC(=S)NNC(=O)c1cccs1)c1ccco1	17.5%	0.7%	1.4%	-6.1%	2.5%	2.5%	1.3%	.	-1.2%	Dengue-2 NS5 capping pilot replicate=-0.6
COc1cc(/C=C2\C(=N)N3N=C(S(C)(=O)=O)SC3=NC2=O)ccc1OS(=O)(=O)c1ccccc1	19.3µM*	.	26.3%	-14.7%	2.9%	2.0%	.	4.6%	.
Cc1ccc(-c2nn(-c3ccccc3)cc2C(=O)N2CCOCC2)cc1	-1.4%	4.9%	3.1%	-11.8%	-11.9%	2.4%	0.8%	0.6%	-0.1%
COc1ccc(-n2nccc2-c2nn(-c3cccc(OC)c3)c(=O)n(C)c2=O)cc1	1.0%	-7.6%	-7.8%	15.0%	15.3%	0.0%	6.3%	-2.0%	3.1%[50 µM]
COc1cc(/C=C/C(=O)OCC(=O)NCCc2ccccc2)ccc1OC(F)F	-1.3%	3.9%	1.6%	-3.3%	-2.7%	0.5%	3.1%	6.2%	1.1%[50 µM]
Cc1ccc(C(=O)N/N=C\c2cccn2C)cn1	-0.9%	-9.7%	-2.8%	10.2%	22.7%	2.4%	1.1%	7.1%	-4.7%
C=CCn1c2ccccc2c2nnc(SCC(=O)NC(C(=O)OC)C(C)C)nc21 (centres undefined)	-3.1%	0.0%	18.8%	-8.2%	9.1%	1.6%	5.0%	-2.4%	-0.2%

Next part; the last three above are carried over.
SMILES	HIV fusion peptide	Dengue-2 NS5 capping	SV40 large T antigen	PhoP inhibition	GPR35 antagonists	RSV CPE inhibition	MgcRacGAP inhibition	GPR55 LPI antagonism	UTI89 phage lysis	others
COc1cc(/C=C/C(=O)OCC(=O)NCCc2ccccc2)ccc1OC(F)F	-1.3%	3.9%	1.6%	-3.3%	-2.7%	0.5%	3.1%	6.2%	1.1%[50 µM]
Cc1ccc(C(=O)N/N=C\c2cccn2C)cn1	-0.9%	-9.7%	-2.8%	10.2%	22.7%	2.4%	1.1%	7.1%	-4.7%
C=CCn1c2ccccc2c2nnc(SCC(=O)NC(C(=O)OC)C(C)C)nc21 (centres undefined)	-3.1%	0.0%	18.8%	-8.2%	9.1%	1.6%	5.0%	-2.4%	-0.2%
O=C1C(Cl)=C(N2CCCC2)C(=O)N1c1ccc(F)cc1	-0.6%	10.2%	11.2%	-6.0%	-3.2%	-1.0%	9.4%	2.7%	0.2%
O=C(CN1CCN(c2ccccc2F)CC1)c1ccc2cc[nH]c2c1	1.3%	0.7%	12.2%	11.7%	-4.3%	0.2%	-1.2%	19.3%	-1.3%
COc1cc2ccccc2cc1C(=O)NC(=S)Nc1cccc(C(=O)O)c1C	5.3%	8.4%	10.9%	-11.2%	-8.1%	13.5%	4.2%	-5.3%	0.9%[50 µM]
N=C(N)SCP(=O)(c1ccccc1)c1ccccc1	1.3%	-7.0%	20.6%	-3.8%	-6.5%	-2.4%	8.2%	8.1%	-0.5%
CCOC(=O)NC(=O)/C(C#N)=C\Nc1ccc(Cl)cc1Cl	1.5%	-4.4%	3.5%	-1.6%	4.0%	2.7%	1.4%	14.9%	-0.1%
Cc1noc(NS(=O)(=O)c2ccc(N/C=C/C(=O)c3ccc4c(c3)OCO4)cc2)c1C	13.3%	0.0%	-13.5%	-5.1%	-11.5%	0.3%	6.4%	2.6%	0.8%

Molecules listed so far that contain a Cl atom, in the order listed:
SMILES	HIV fusion peptide	Dengue-2 NS5 capping	SV40 large T antigen	PhoP inhibition	GPR35 antagonists	RSV CPE inhibition	MgcRacGAP inhibition	GPR55 LPI antagonism	UTI89 phage lysis	others
COc1cc(Cl)cc2c1Sc1ccccc1/C2=C/CCN(C)C	-1.6%	1.6%	4.9%	-5.3%	9.7%	-2.4%	14.1%	4.7%	11.3%
O=C1C(Cl)=C(N2CCCC2)C(=O)N1c1ccc(F)cc1	-0.6%	10.2%	11.2%	-6.0%	-3.2%	-1.0%	9.4%	2.7%	0.2%
CCOC(=O)NC(=O)/C(C#N)=C\Nc1ccc(Cl)cc1Cl	1.5%	-4.4%	3.5%	-1.6%	4.0%	2.7%	1.4%	14.9%	-0.1%

Assay outcomes: PubChem, several laboratories
